CR mimetic SO – yeast age-related superoxide inhibition as caloric restriction mimetic | superoxide response (% of plate mean), % at 10 µM | actives 0.18% (n = 330,000) | S. cerevisiae aged cells, superoxide DHE fluorescence; stronger effect = lower value;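 active = superoxide response under a set limit, about three screen SD below normal, cut at about 65% in these data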;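 also: yeast aged for seven days with compound at 30 °C before DHE staining; 100% = average MFI of all compound-treated wells on the plate with controls excluded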
CIT2-GFP yeast – alters CIT2-GFP fluorescence in TOR pathway yeast screen; S. cerevisiae CIT2-GFP strain, flow cytometry, 3 h; 100 means same as DMSO wells; GFP response vs DMSO, % at 10 µM; actives 0.065% (n = 320,000);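 active = GFP response relative to DMSO above a set limit, near the screen mean plus 3 SD, cut at about 150% in these data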;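 also: ratio of well median GFP fluorescence to mean of DMSO wells on the plate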
MEP2-GFP yeast – yeast TOR pathway MEP2-GFP modulation | S. cerevisiae MEP2-GFP strain, flow cytometry GFP, 3 h; 100% = DMSO control level | actives 0.51% (n = 330,000) | GFP response vs DMSO, % at 10 µM;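 active = GFP response versus DMSO above a set limit, roughly screen mean plus 3 SD, cut at about 180% in these data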;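 also: median GFP fluorescence of the barcode-gated MEP2-GFP cells per well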
Efflux pump mplx – inhibitors of Candida antifungal efflux pumps expressed in yeast. S. cerevisiae Candida pump triplex, Nile Red efflux. AID 485275. actives 0.44% (n = 330,000). inhibition, % at 10 µM;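 active = plate passing quality check with inhibition over a set limit, or well fluorescence over plate mean plus 4 SD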;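 also: Nile Red retained in pooled yeast measured as flow cytometry median fluorescence; 0% = buffer negative control and 100% = Enniatin B positive control; higher means more Nile Red kept so more efflux inhibition; some compounds called inactive have numbers as strong as hits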
RPL19A-GFP yeast – alters RPL19A-GFP fluorescence in TOR pathway yeast screen; actives 0.3% (n = 330,000); S. cerevisiae RPL19A-GFP strain, flow cytometry, 3 h; stronger effect = lower value; percent response vs DMSO, % at 10 µM; AID 2025;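 active = percent response vs DMSO below 50%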;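 also: median channel GFP fluorescence of the barcoded RPL19A-GFP strain; ratio of sample median GFP to plate DMSO average so 100% = DMSO; lower means less RPL19A-GFP as with rapamycin TOR inhibition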
AGP1 TOR yeast – alters AGP1-GFP fluorescence in TOR pathway yeast screen; S. cerevisiae AGP1-GFP multiplex flow cytometry, 3 h; GFP as percent of DMSO wells; GFP response vs DMSO, % at 10 µM; actives 0.02% (n = 320,000);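 active = GFP response relative to DMSO above a set limit, near screen average plus 3 SD, cut at about 150% in these data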;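 also: median GFP channel fluorescence of the gated AGP1 strain per well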
LAP4 TOR yeast – yeast TOR pathway LAP4-GFP modulation; actives 0.34% (n = 320,000); AID 2023; S. cerevisiae LAP4-GFP multiplex, flow cytometry GFP, 3 h; median GFP as percent of DMSO wells; GFP response vs DMSO, % at 10 µM;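 active = GFP response vs DMSO above a set limit, about the screen mean plus 3 SD, cut at about 150% in these data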
AHR activator – activators of human aryl hydrocarbon receptor | P35869 | AHR-responsive luciferase reporter cells, luminescence | activation, % at 5 µM | actives 2.5% (n = 320,000) | AID 2796; in the data active = activation above about 47%;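 also: 0% = vehicle wells and 100% = reference agonist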
* marks the source's active call; other numbers are inactive results.

Screening CSCC[C@H](N)C(=O)N1CCC(C(=O)N[C@@H](Cc2c[nH]c3ccccc23)C(=O)O)CC1 returned CR mimetic SO 84, CIT2-GFP yeast 101, MEP2-GFP yeast 102, Efflux pump mplx -0.1, RPL19A-GFP yeast 104, AGP1 TOR yeast 97, LAP4 TOR yeast 92 and AHR activator 1.
Screening Cc1ccc(-c2nnc(-c3ccc4c(c3)OCO4)o2)cc1 returned CR mimetic SO 79, CIT2-GFP yeast 97, MEP2-GFP yeast 95, Efflux pump mplx -0.1, RPL19A-GFP yeast 106, AGP1 TOR yeast 95, LAP4 TOR yeast 97 and AHR activator 79*.
Screening Cc1nccn1CCCN1C(=O)CNC1=S returned CR mimetic SO 89, CIT2-GFP yeast 98, MEP2-GFP yeast 109, Efflux pump mplx 0.0, RPL19A-GFP yeast 103, AGP1 TOR yeast 100, LAP4 TOR yeast 91 and AHR activator 2.
CCCC1=Nc2cc(C(=O)N3CCCC3)ccc2Sc2ccc(C)cc21 was read as CR mimetic SO 94, CIT2-GFP yeast 102, MEP2-GFP yeast 98, Efflux pump mplx -0.1, RPL19A-GFP yeast 100, AGP1 TOR yeast 100, LAP4 TOR yeast 103 and AHR activator 2.
O=C(O)Cn1nc(C(F)(F)F)c2c1CCCCC2 was read as CR mimetic SO 99, CIT2-GFP yeast 102, MEP2-GFP yeast 101, Efflux pump mplx -0.1, RPL19A-GFP yeast 98, AGP1 TOR yeast 104, LAP4 TOR yeast 99 and AHR activator 3.
Brc1ccc(COc2cccc3cccnc23)cc1 was read as CR mimetic SO 86, CIT2-GFP yeast 96, MEP2-GFP yeast 99, Efflux pump mplx 0.1, RPL19A-GFP yeast 98, AGP1 TOR yeast 99, LAP4 TOR yeast 117 and AHR activator 3.
CC1CN(c2oc(-c3ccco3)nc2C#N)CC(C)O1 (configuration not stated) was read as CR mimetic SO 87, CIT2-GFP yeast 105, MEP2-GFP yeast 104, Efflux pump mplx 0.0, RPL19A-GFP yeast 104, AGP1 TOR yeast 107, LAP4 TOR yeast 109 and AHR activator 15.
`O=C(NCC(=O)N1CCCC(C(F)(F)F)C1)c1ccc(Br)o1` (configuration not stated) gave CR mimetic SO 100, CIT2-GFP yeast 106, MEP2-GFP yeast 98, Efflux pump mplx 0.0, RPL19A-GFP yeast 102, AGP1 TOR yeast 110, LAP4 TOR yeast 106 and AHR activator 0.
For C=CCn1c(=O)c2c3c(sc2n2c(Nc4ccccc4)nnc12)CCCC3 the results were CR mimetic SO 100, CIT2-GFP yeast 102, MEP2-GFP yeast 105, Efflux pump mplx 0.0, RPL19A-GFP yeast 106, AGP1 TOR yeast 115, LAP4 TOR yeast 110 and AHR activator 0.
Cn1cnc([N+](=O)[O-])c1Nc1cccc(O)c1 was read as CR mimetic SO 97, CIT2-GFP yeast 107, MEP2-GFP yeast 100, Efflux pump mplx -0.1, RPL19A-GFP yeast 96, AGP1 TOR yeast 98, LAP4 TOR yeast 111 and AHR activator 2.
`O=C(COc1ccc(S(=O)(=O)N2CCOCC2)cc1)N1CCN(c2ccccc2)CC1` gave CR mimetic SO 107, MEP2-GFP yeast 111, Efflux pump mplx -0.1, RPL19A-GFP yeast 98, AGP1 TOR yeast 91, LAP4 TOR yeast 80 and AHR activator 2.
Cn1cnc(S(=O)(=O)N2CCN(c3ccccc3)CC2)c1 was read as CR mimetic SO 115, CIT2-GFP yeast 96, MEP2-GFP yeast 98, Efflux pump mplx 0.0, RPL19A-GFP yeast 96, AGP1 TOR yeast 96, LAP4 TOR yeast 93 and AHR activator 2.
Screening Cc1cc(/C=N/n2cnnc2)c(C)n1-c1cc(Cl)ccc1Cl returned CR mimetic SO 104, CIT2-GFP yeast 89, MEP2-GFP yeast 93, Efflux pump mplx 0.1, RPL19A-GFP yeast 98, AGP1 TOR yeast 96, LAP4 TOR yeast 97 and AHR activator 15.
Screening CCN(C(=O)CSc1nncn1-c1ccccc1)C1CCS(=O)(=O)C1 (configuration not stated) returned CR mimetic SO 113, CIT2-GFP yeast 100, MEP2-GFP yeast 105, Efflux pump mplx 0.0, RPL19A-GFP yeast 98, AGP1 TOR yeast 109, LAP4 TOR yeast 112 and AHR activator 0.
Screening O=C(NCCOc1ccc(F)cc1)c1ccccc1SCc1ccccc1 returned CR mimetic SO 96, CIT2-GFP yeast 91, MEP2-GFP yeast 88, Efflux pump mplx 0.1, RPL19A-GFP yeast 99, AGP1 TOR yeast 88, LAP4 TOR yeast 91 and AHR activator 11.

Brought forward from above: 4 compounds; new compounds follow.
Cn1cnc(S(=O)(=O)N2CCN(c3ccccc3)CC2)c1 was read as CR mimetic SO 115, CIT2-GFP yeast 96, MEP2-GFP yeast 98, Efflux pump mplx 0.0, RPL19A-GFP yeast 96, AGP1 TOR yeast 96, LAP4 TOR yeast 93 and AHR activator 2.
Screening Cc1cc(/C=N/n2cnnc2)c(C)n1-c1cc(Cl)ccc1Cl returned CR mimetic SO 104, CIT2-GFP yeast 89, MEP2-GFP yeast 93, Efflux pump mplx 0.1, RPL19A-GFP yeast 98, AGP1 TOR yeast 96, LAP4 TOR yeast 97 and AHR activator 15.
Screening CCN(C(=O)CSc1nncn1-c1ccccc1)C1CCS(=O)(=O)C1 (configuration not stated) returned CR mimetic SO 113, CIT2-GFP yeast 100, MEP2-GFP yeast 105, Efflux pump mplx 0.0, RPL19A-GFP yeast 98, AGP1 TOR yeast 109, LAP4 TOR yeast 112 and AHR activator 0.
Screening O=C(NCCOc1ccc(F)cc1)c1ccccc1SCc1ccccc1 returned CR mimetic SO 96, CIT2-GFP yeast 91, MEP2-GFP yeast 88, Efflux pump mplx 0.1, RPL19A-GFP yeast 99, AGP1 TOR yeast 88, LAP4 TOR yeast 91 and AHR activator 11.
For O=C(Nc1ccc(N2CCOCC2)c(Cl)c1)c1cc(F)c(F)cc1Cl the results were CR mimetic SO 111, CIT2-GFP yeast 87, MEP2-GFP yeast 121, Efflux pump mplx 0.0, RPL19A-GFP yeast 95, AGP1 TOR yeast 91 and AHR activator -7.
For COc1ccc(-c2nc(C)ncc2-c2ccc(Cl)cc2)c(O)c1 the results were CR mimetic SO 106, CIT2-GFP yeast 101, MEP2-GFP yeast 100, Efflux pump mplx 0.0, RPL19A-GFP yeast 107, AGP1 TOR yeast 97, LAP4 TOR yeast 98 and AHR activator 2.
COc1ccc(/C=C/C(=O)N2CCN(S(=O)(=O)c3ccccc3Br)CC2)cc1OC was read as CR mimetic SO 104, CIT2-GFP yeast 97, MEP2-GFP yeast 100, Efflux pump mplx 0.2, RPL19A-GFP yeast 98, AGP1 TOR yeast 100, LAP4 TOR yeast 99 and AHR activator -1.
Cc1ccc(NC(=O)c2ccc(F)cc2)cc1S(=O)(=O)N1CCCCCC1 was read as CR mimetic SO 88, CIT2-GFP yeast 95, MEP2-GFP yeast 103, Efflux pump mplx 0.2, RPL19A-GFP yeast 102, AGP1 TOR yeast 100, LAP4 TOR yeast 105 and AHR activator 0.
For CS(=O)(=O)N(CC(=O)Nc1ccccc1C(=O)NCc1ccccc1)c1ccc2c(c1)OCCO2 the results were CR mimetic SO 97, CIT2-GFP yeast 101, MEP2-GFP yeast 90, Efflux pump mplx -0.1, RPL19A-GFP yeast 89, AGP1 TOR yeast 91, LAP4 TOR yeast 90 and AHR activator 4.
`CCCOc1ccc(-c2c(C(=O)N/N=C(\C)c3cccnc3)nnn2-c2nonc2N)cc1` gave CR mimetic SO 121, CIT2-GFP yeast 99, MEP2-GFP yeast 105, Efflux pump mplx 0.2, RPL19A-GFP yeast 107, AGP1 TOR yeast 108, LAP4 TOR yeast 106 and AHR activator 56*.
Screening CC(=O)NS(=O)(=O)c1ccc(NC(=O)c2cccc(OCc3c(C)noc3C)c2)cc1 returned CR mimetic SO 100, CIT2-GFP yeast 100, MEP2-GFP yeast 110, Efflux pump mplx 0.2, RPL19A-GFP yeast 106, AGP1 TOR yeast 112, LAP4 TOR yeast 109 and AHR activator 0.
Screening CCN(CC)C1CCS(=O)(=O)C1 (configuration not stated) returned CR mimetic SO 100, CIT2-GFP yeast 104, MEP2-GFP yeast 101, Efflux pump mplx 0.1, RPL19A-GFP yeast 105, AGP1 TOR yeast 103, LAP4 TOR yeast 102 and AHR activator -2.
`COC(=O)COc1ccc(S(=O)(=O)NCCC2=CCCCC2)cc1` gave CR mimetic SO 89, CIT2-GFP yeast 95, MEP2-GFP yeast 104, Efflux pump mplx 0.0, RPL19A-GFP yeast 95, AGP1 TOR yeast 100, LAP4 TOR yeast 101 and AHR activator 2.
O=C(COc1cc2oc(=O)c3c(c2cc1Cl)CCC3)NCC1CCC(C(=O)O)CC1 (configuration not stated) was read as CR mimetic SO 94, CIT2-GFP yeast 90, MEP2-GFP yeast 76, Efflux pump mplx -0.2, RPL19A-GFP yeast 85, AGP1 TOR yeast 73, LAP4 TOR yeast 76 and AHR activator -1.
COc1cccc(CN2CCN(C3CCN(c4ccccc4C)CC3)CC2CCO)c1 (configuration not stated) was read as CR mimetic SO 103, CIT2-GFP yeast 101, MEP2-GFP yeast 98, Efflux pump mplx 0.0, RPL19A-GFP yeast 96, AGP1 TOR yeast 95, LAP4 TOR yeast 90 and AHR activator -1.
For O=C(c1ccc(NC2=NC3CS(=O)(=O)CC3S2)cc1)N(CCO)Cc1ccccc1 (configuration not stated) the results were CR mimetic SO 90, CIT2-GFP yeast 109, MEP2-GFP yeast 104, Efflux pump mplx -0.3, RPL19A-GFP yeast 103, AGP1 TOR yeast 107, LAP4 TOR yeast 102 and AHR activator 3.
Screening [2H]C(CCOS(N)(=O)=O)c1ccccc1 (configuration not stated) returned CR mimetic SO 103, CIT2-GFP yeast 65, MEP2-GFP yeast 85, Efflux pump mplx -0.1, RPL19A-GFP yeast 92, AGP1 TOR yeast 76, LAP4 TOR yeast 116 and AHR activator 1.
For COc1ccc(N2C(=O)CN=C2Nc2cccc(C)c2C)cc1OC the results were CR mimetic SO 109, CIT2-GFP yeast 93, MEP2-GFP yeast 99, Efflux pump mplx 0.0, RPL19A-GFP yeast 99, AGP1 TOR yeast 95, LAP4 TOR yeast 94 and AHR activator 1.
Screening Cc1cccc(Oc2ccccc2NS(=O)(=O)c2ccc(CCC(=O)O)cc2)c1 returned CR mimetic SO 118, CIT2-GFP yeast 94, MEP2-GFP yeast 100, Efflux pump mplx 0.0, RPL19A-GFP yeast 90, AGP1 TOR yeast 88, LAP4 TOR yeast 97 and AHR activator -1.
`COc1ccc(-n2c(C)cc(/C=C3/SC(=O)N(CC(=O)N4CCOCC4)C3=O)c2C)cc1` gave CR mimetic SO 92, CIT2-GFP yeast 101, MEP2-GFP yeast 103, Efflux pump mplx -0.1, RPL19A-GFP yeast 100, AGP1 TOR yeast 106, LAP4 TOR yeast 94 and AHR activator 4.
Screening Cc1ccc(C)c(Oc2cc(NN3CCCCC3)c([N+](=O)[O-])cc2[N+](=O)[O-])c1 returned CR mimetic SO 118, CIT2-GFP yeast 100, MEP2-GFP yeast 114, Efflux pump mplx -0.1, RPL19A-GFP yeast 102, AGP1 TOR yeast 106, LAP4 TOR yeast 103 and AHR activator -2.
For O=C(O)c1ccc(COc2ccc3ccccc3c2/C=C2/NC(=O)N(c3ccccc3)C2=O)cc1 the results were CR mimetic SO 105, CIT2-GFP yeast 99, MEP2-GFP yeast 120, Efflux pump mplx -0.2, RPL19A-GFP yeast 89, AGP1 TOR yeast 46, LAP4 TOR yeast 104 and AHR activator 8.
Screening Cc1ccc(S(=O)(=O)Nc2nc(C)c(NC(=O)Nc3ccc(Cl)cc3Cl)s2)cc1 returned CR mimetic SO 103, CIT2-GFP yeast 101, MEP2-GFP yeast 101, Efflux pump mplx 0.1, RPL19A-GFP yeast 102, AGP1 TOR yeast 102, LAP4 TOR yeast 99 and AHR activator 6.
